# Compound activity deposited in PubChem by Sanford-Burnham Center for Chemical Genomics.
# Apaf-1 inh – inhibitors of human Apaf-1 apoptosome, primary screen, biochemical, DEVD-Rh110 fluorescence, uHTS. Apoptotic protease-activating factor 1 (Homo sapiens), O14727. reconstituted apoptosome caspase-3 activity. inhibition, % at 20 µM. actives 0.71% (n = 330,000). AID 489030, 2010; active means inhibition of at least 40% at 20 µM;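 further: plate controls were DMSO wells for no effect and DEVD-CHO caspase inhibitor wells for full effect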
#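 Material: biochemical Apaf-1 apoptosome reconstitution. Medium: Hepes buffer, pH 7.5. Also added: cytochrome c activation, bis-DEVD rhodamine 110 substrate. Timing: 30 min compound preincubation, 50 min activation, room temperature. Measured by: rhodamine 110 fluorescence at Ex 480/Em 540 nm.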
# SENP1 FRET inh – human SENP1 catalytic domain inhibitors, primary screen, biochemical, FRET, uHTS; recombinant SENP1 catalytic domain, CyPet-SUMO1-YPet FRET cleavage; Sentrin-specific protease 1 (Homo sapiens), Q9P0U3; inhibition, % at 10 µM; AID 624204, 2012; actives 0.21% (n = 360,000);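 active means inhibition at least 30% at 10 µM, raw YFP signal under a set limit, fluorescence ratio 0.5 to 1.5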;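 further: 0% = enzyme with DMSO and 100% = no enzyme wells; some results filed as inactive read as strong as hits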
# Target sequence (Q9P0U3 419-644 limits assumed): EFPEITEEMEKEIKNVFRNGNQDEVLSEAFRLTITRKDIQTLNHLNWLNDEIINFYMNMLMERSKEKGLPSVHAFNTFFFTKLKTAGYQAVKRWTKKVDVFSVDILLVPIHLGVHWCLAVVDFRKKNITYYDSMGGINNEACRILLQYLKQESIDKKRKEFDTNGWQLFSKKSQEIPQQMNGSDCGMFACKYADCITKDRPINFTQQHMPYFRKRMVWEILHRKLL
#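 Material – human SENP1 catalytic domain · Input – SENP1 enzyme, 20 pM final · Compound dosing – single concentration of 10 µM compound, 0.5% DMSO final · Timing – enzyme reaction for 50 min at room temperature, dark · Measured by – FRET fluorescence in CFP and YFP emission channels · Control set – no-enzyme wells low, DMSO-plus-enzyme wells high control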
# UBC13 polyUb – UBC13 polyubiquitin chain formation inhibitors, primary screen, biochemical, TR-FRET, uHTS | inhibition, % at 20 µM | actives 0.47% (n = 330,000); in the data active means inhibition above about 45%, passing the limit was not always enough
# Target sequence (P61088 whole entry, looked up): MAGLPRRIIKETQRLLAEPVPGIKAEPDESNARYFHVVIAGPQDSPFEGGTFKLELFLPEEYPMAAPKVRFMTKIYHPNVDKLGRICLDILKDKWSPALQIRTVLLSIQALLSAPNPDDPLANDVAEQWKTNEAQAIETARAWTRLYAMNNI
# APOBEC3G inh – APOBEC3G DNA deaminase inhibitors, primary screen, biochemical, fluorescence, single-stranded DNA substrate, uHTS | DNA dC->dU-editing enzyme APOBEC-3G (Homo sapiens), Q9HC16 | recombinant A3G, ssDNA deamination FAM/TAMRA fluorescence | inhibition, % at 20 µM | actives 0.28% (n = 330,000) | AID 493012, 2011;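 active means inhibition of at least 40% at 20 µM, with no more than 30% in the related APOBEC3A deaminase screen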;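 further: plate controls were DMSO wells with A3G for no effect and wells lacking A3G enzyme for full effect; some compounds called inactive have numbers as strong as hits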
# Target sequence (Q9HC16 whole entry, looked up): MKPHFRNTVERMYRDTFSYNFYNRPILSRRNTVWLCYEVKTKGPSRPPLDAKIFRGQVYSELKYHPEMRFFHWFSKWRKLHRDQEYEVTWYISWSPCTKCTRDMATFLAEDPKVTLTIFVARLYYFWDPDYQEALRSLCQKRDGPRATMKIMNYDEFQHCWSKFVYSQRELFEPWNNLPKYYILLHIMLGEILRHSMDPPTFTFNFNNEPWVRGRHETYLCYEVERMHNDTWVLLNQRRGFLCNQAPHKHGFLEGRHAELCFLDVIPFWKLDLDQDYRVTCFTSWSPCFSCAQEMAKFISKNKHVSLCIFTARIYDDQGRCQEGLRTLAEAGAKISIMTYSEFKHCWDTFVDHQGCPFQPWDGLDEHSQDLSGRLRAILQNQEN
# SENP8 block-1 – SENP8 protease inhibitors, primary screen, biochemical, luminescence | actives 1.2% (n = 330,000) | purified SENP8, Z-RLRGG-aminoluciferin cleavage | inhibition, % at 10 µM | AID 2540, 2010; in the data active means inhibition above about 50%
# Target sequence (Q96LD8 whole entry, looked up): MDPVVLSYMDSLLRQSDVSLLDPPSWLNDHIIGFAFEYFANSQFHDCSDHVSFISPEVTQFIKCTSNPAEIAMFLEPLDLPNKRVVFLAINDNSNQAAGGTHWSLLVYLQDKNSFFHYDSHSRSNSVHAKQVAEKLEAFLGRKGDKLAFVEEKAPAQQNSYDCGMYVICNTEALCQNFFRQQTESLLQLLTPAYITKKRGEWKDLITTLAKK
# SENP8 block-2 – human SENP8 protease inhibitors, primary screen, biochemical, fluorescence, Nedd8 protein substrate, uHTS. recombinant SENP8. inhibition, % at 20 µM. actives 0.64% (n = 360,000). AID 602440, 2012; in the data active means inhibition mostly above about 40%, no sharp cut-off; inactive means mostly below about 27%
# SENP7 inh – SENP7 protease inhibitors, primary screen, biochemical, luminescence, uHTS | AID 434973, 2010 | inhibition, % at 5 µM | actives 1.5% (n = 330,000) | recombinant SENP7, Z-RLRGG-aminoluciferin luminescence, 40 min | Sentrin-specific protease 7 (Homo sapiens), Q9BQF6;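 active means inhibition above about 50% at the single test dose, limit read from the data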;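 further: plate controls were DMSO with enzyme for no effect and no enzyme buffer wells for full effect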
# SENP6 inh – SENP6 protease inhibitors, primary screen, biochemical, luminescence, uHTS; Recombinant SENP6 catalytic domain, aminoluciferin luminescence; AID 2599, 2010; inhibition, % at 10 µM; actives 1.8% (n = 330,000);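 active means inhibition above about 50% at the single tested dose, limit read from the data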;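 further: plate controls were DMSO wells with enzyme for no effect and DMSO wells lacking enzyme for full effect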
# Starred values were filed as active, the others as inactive; / = no result given.
# Value order: Apaf-1 inh	SENP1 FRET inh	UBC13 polyUb	APOBEC3G inh	SENP8 block-1	SENP8 block-2	SENP7 inh	SENP6 inh
- O=C1O[C@@H]([C@H](O)CO)C(O)=C1O
  -1	0	-25	-5	0	40*	0	-10
- COc1cc(NC(=O)CN2C(=O)NC(c3ccccc3)(c3ccccc3)C2=O)c(C)cc1[N+](=O)[O-]
  1	4	10	-8	-2	16	0	-16
- Cc1cccn2c(=O)c3cc(C(=O)NC4CCCC4)c(=N)n(C4CCCCC4)c3nc12
  15	-27	17	4	-1	-315	6	13
- Cn1nc(C(F)(F)F)c(CO)c1Sc1ccc(F)cc1
  -4	1	17	-10	5	2	2	3
- Cc1nc(SCc2nc3c(O)cccc3[nH]2)c2oc3ccccc3c2n1
  8	-1	9	-6	13	14	-11	-13
- Cc1ccc(NC(=O)CCC(=O)Nc2ccc(C)cc2)cc1
  -4	1	-12	-1	7	10	-5	-10
- Fc1cccc(F)c1/C=N/NC(=S)Nc1cccnc1
  0	3	0	0	0	2	5	-6
- CC1CC1C(=O)Nc1cc(C(F)(F)F)ccc1N1CCOCC1 (configuration not stated)
  9	0	-6	11	-5	1	-1	-14
- C=CCNc1ncnc2c1cnn2-c1cccc(C)c1
  10	-3	5	-7	-9	2	-6	1
- O=C(CSc1nc2c(c(=O)n1-c1ccc(Br)cc1)SCC2)NCc1ccco1
  -5	0	4	-4	2	9	-5	-2
- COc1ccccc1OCCOCCOc1ccc(C)cc1Br
  16	1	8	-2	-5	5	-12	1
- Cc1ccc(C(=O)CSc2nnc(COc3ccc(C#N)cc3)n2-c2ccccc2)cc1
  -1	-3	-1	-6	5	10	4	6
- Cc1cccc(Cc2nnc(CCC(=O)N3CCCC(CN4CCOCC4)C3)o2)c1 (configuration not stated)
  -3	0	2	8	7	12	4	3
- O=C(Nc1ccccc1C(=O)Nc1ccccc1)c1cccs1
  9	2	7	-8	2	3	9	-8
- Cc1ccccc1COC[C@H](CC(C)C)N1CCN(C(=O)c2cccc(C(F)(F)F)c2)CCC1=O
  27	0	-2	-9	-17	6	8	-20
- Clc1ccc(-c2[nH]ncc2N=Nc2ccccc2)cc1
  25	1	6	-8	-7	19	3	-10
- COc1ccc(C2/C=C\CN(C(=O)C3CC3)CC(=O)N2Cc2ccc(F)cc2)cc1 (configuration not stated)
  -1	2	3	-1	4	7	0	-5
- Cn1c(=O)c2c(nc(CN3CCOCC3)n2CCCO)n(C)c1=O
  1	0	-2	-2	11	9	7	-5
- CCSC(=Nc1ccccc1)N1CCOCC1
  -8	0	-2	-3	-9	23	-11	-13
- CC(C)(C)CN1CCNC(=O)C1CC(=O)N1CCN(c2ccccc2)CC1 (configuration not stated)
  -15	-14	16	-6	-1	-107	5	-8
- CC(=C\C(=O)O)/C(=C/c1ccccc1)C(=O)O
  1	-1	-14	-2	-7	16	-7	-10
- Cc1cccc2c1Sc1ccccc1CC2=O
  -8	1	27	-4	-8	-44	5	1
- O=C(/C=C/c1ccc(Cl)cc1Cl)NCc1ccco1
  8	0	-4	-3	-3	22	19	-16
- CC(C)CC(NC(=O)C(CC(C)C)NC(=O)OC(C)(C)C)C(=O)O (configuration not stated)
  -9	0	-7	-2	-3	6	7	-5
- COc1ccccc1CNCC(=O)Nc1cc(S(=O)(=O)N2CCCCC2)ccc1C
  16	-1	3	0	-6	15	-4	4
- O=C(Nc1cccc(NC(=O)c2cccs2)c1)c1ccc2c(c1)OCCO2
  12	3	9	-4	22	-111	39	5
- Cc1ccc(C(=O)N(c2ccccn2)C(C)c2ccco2)cc1C (configuration not stated)
  0	2	1	10	-8	10	-6	0
- CCOc1ccccc1N1CCN(c2nc(N)c(C#N)c(CC#N)c2C#N)CC1
  5	-10	-5	-1	-3	-34	-1	-14
- CC1(C2CC2)NC(=O)N(CC(=O)Nc2ccccc2-c2ccccc2)C1=O (configuration not stated)
  2	-2	1	3	4	5	8	-10
- O=C(COc1ccccc1)N1CCc2ccccc2C1
  6	-1	-2	-6	-4	42*	-1	-8

# The final two compounds of the part before are carried over, then new ones follow.
# Value order: Apaf-1 inh	SENP1 FRET inh	UBC13 polyUb	APOBEC3G inh	SENP8 block-1	SENP8 block-2	SENP7 inh	SENP6 inh
- CC1(C2CC2)NC(=O)N(CC(=O)Nc2ccccc2-c2ccccc2)C1=O (configuration not stated)
  2	-2	1	3	4	5	8	-10
- O=C(COc1ccccc1)N1CCc2ccccc2C1
  6	-1	-2	-6	-4	42*	-1	-8
- O=C(CSc1ccc(-c2cccnc2)nn1)N1CCCC1
  -22	1	16	-7	-7	-14	11	9
- COC(=O)Nc1nnc(-c2ccco2)s1
  -23	-1	-3	6	-6	7	10	-10
- Cc1ccc(S(=O)(=O)NCCCCCC(=O)Nc2ccccn2)cc1
  -8	0	5	-5	5	15	-5	-6
- CCc1ccc(NC(=O)CSc2nc3cc(C(=O)OC)ccc3c(=O)n2Cc2ccco2)cc1
  -1	1	-4	-3	11	-40	3	6
- COc1cc(C(CCN2CCCCC2)c2c(OC)cc(OC)c3c(-c4ccccc4)cc(=O)oc23)cc(OC)c1OC (configuration not stated)
  18	1	48*	-9	-14	-23	0	-21
- O=C(CSCc1ccc([N+](=O)[O-])cc1)NC1CCCCCC1
  7	3	3	1	5	25	-7	-3
- COc1ccc(OC)c2sc(NNC(=O)COc3ccccc3)nc12
  -3	-1	-11	-6	-8	5	-6	-8
- CCCN1CCCc2cc(CN(CCCN3CCOCC3)C(=O)Nc3ccc(OCC)cc3)ccc21
  4	-9	24	-9	-4	19	1	-2
- COC(C(=O)Nc1ccc(Br)cc1F)c1ccccc1 (configuration not stated)
  13	0	-12	10	-6	6	-7	-17
- COC(=O)N/N=C(\C)c1ccccc1OC(F)F
  -3	3	-6	1	-1	16	3	9
- Cn1c(N2CCCCC2)nc2c1c(=O)[nH]c(=O)n2C
  -7	1	6	-4	5	17	3	-11
- Cc1ccc(NC(=O)C(C)Sc2nnc(-c3cccnc3)n2-c2ccccc2)cc1 (configuration not stated)
  9	-1	11	-4	9	14	-6	4
- O=C(NCc1ccccc1Cl)c1cc([N+](=O)[O-])ccc1Cl
  -8	1	-7	-11	1	26	11	0
- COc1ccccc1C(=O)NC(CCSC)C(=O)NNC(=O)C(C)Oc1ccccc1F (configuration not stated)
  -1	1	4	-6	6	10	-5	4
- Cc1ccc(N=c2c([N+](=O)[O-])nn(-c3ccccc3)n2O)c(C)c1
  -3	1	-6	-7	2	-2	6	-4
- CCOC(=O)c1sc2ncnc(N3CCN(C(=O)OCC)CC3)c2c1C
  16	0	6	-5	0	-39	6	-26
- O=C(Cn1nc(Cl)nc1Cl)c1ccccc1
  -11	1	2	-7	-2	12	-5	-2
- Cc1ccc(Nc2nnc(SCC(=O)N(C)C3CCS(=O)(=O)C3)s2)cc1 (configuration not stated)
  1	0	2	3	-1	7	0	-2
- COc1ccc(OCc2nnc(SCC(=O)Nc3ccccc3F)o2)cc1
  1	-1	4	-6	2	14	-3	-14
- Cc1ccc(S(=O)(=O)N2CCCN(C(=O)c3ccc(-n4cccn4)cc3)CC2)cc1
  5	-3	6	-1	-3	-2	5	1
- COc1ccccc1NC(=S)NC(=O)C1CC1
  -2	2	8	-4	-4	20	-2	-18
- Cc1ccccc1C(=O)N1CCC(C(=O)NC(C)c2ccc(-n3ccnc3)cc2)CC1 (configuration not stated)
  9	1	-2	-8	-2	5	-9	-3
- N#Cc1ccc(COC(=O)c2ccc(N3CCCC3)c([N+](=O)[O-])c2)cc1
  9	4	2	-6	4	23	-3	5
- COc1cccc(OCc2cc(C(=O)N3CCNC(=O)C3Cc3ccccc3)no2)c1 (configuration not stated)
  5	0	-4	4	-1	7	-3	3
- CCN(C(=O)CSc1nc2ccccc2c(=O)n1Cc1ccc(C)cc1)C1CCS(=O)(=O)C1 (configuration not stated)
  16	1	5	-9	-2	-4	10	-2
- CC(c1ccco1)N(C(=O)c1ccc(F)cc1)c1ccccn1 (configuration not stated)
  -12	0	10	-7	-6	24	8	-8
- CCCCNC(=O)CSc1nc2ccccc2c(=O)n1CC1COc2ccccc2O1 (configuration not stated)
  8	1	-2	-6	1	10	3	-6
- COc1ccc(C2CC(c3cccs3)=NN2C(=O)CSc2nnc(N)s2)cc1OC (configuration not stated)
  -6	0	2	-6	-7	-66	-5	-2
- O=C(COC(=O)C1CC1)NCc1ccc(Cl)cc1Cl
  3	3	6	1	1	2	6	2
- O=C(COC(=O)CC12CC3CC(CC(C3)C1)C2)Nc1cccnc1Cl
  -7	2	7	-12	6	5	-1	-11

# Remaining list, next part
# Value order: Apaf-1 inh	SENP1 FRET inh	UBC13 polyUb	APOBEC3G inh	SENP8 block-1	SENP8 block-2	SENP7 inh	SENP6 inh
- C/C(=N/NC(=O)c1nnn(-c2nonc2N)c1-c1ccccc1)c1ccc2c(c1)OCO2
  13	1	-16	-4	-9	-60	-2	-1
- Cc1cc(C(=O)N2CCCC(C(=O)c3ccc(Oc4ccccc4)cc3)C2)n[nH]1 (configuration not stated)
  16	0	2	-5	12	13	4	1
- Cn1c(NC(=O)c2ccc(F)cc2)nc2ccccc21
  4	1	20	-7	65*	-36	78*	80*
- Cn1cc(C=O)c2cc(F)ccc21
  -10	0	10	-4	8	-1	5	-4
- Cc1ccc(-c2nn(-c3ccccc3)cc2C(=O)N2CCN(C3CCS(=O)(=O)C3)CC2)cc1 (configuration not stated)
  2	2	9	-3	-8	-5	6	-22
- Clc1nc(-c2ccccn2)nc2scc(-c3ccccc3)c12
  -4	-1	4	-1	68*	-295	46	87*
- Cc1ccc(OCC(=O)Nc2ccc3c(c2)nc(CCN2CCCCC2)n3C)cc1
  32	1	8	0	0	3	-6	7
- Cc1cc(C(=O)N/N=C2\CC(=O)CC(C)(C)C2)n[nH]1
  -4	-3	2	-3	-1	10	-7	-2
- O=C(O)C1(NS(=O)(=O)c2ccc(Cl)cc2)CCCCC1
  3	0	8	1	-1	11	11	-13
- Cc1ccc(S(=O)(=O)N(CC(=O)Nc2ccc(C)cc2C)C(=O)N2CCN(C)CC2)cc1
  2	3	-6	0	10	13	2	11
- O=C(Nc1ccccc1N1CCOCC1)c1ccc([N+](=O)[O-])cc1
  2	2	1	-6	-2	0	5	-6
- CC1=CN2C(=NC(=O)CC2(C)C(=O)N(CC(=O)NC2CCCC2)Cc2ccc(Cl)cc2)C=C1 (configuration not stated)
  8	1	15	-10	7	-296	-2	-8
- Cc1cccc(C(=O)Nc2cccc3cccnc23)c1
  0	0	-1	-4	1	14	21	45
- Cc1cc(NO)nc(-c2ccc(Br)cc2)n1
  -11	0	14	-7	-14	14	-2	-16
- O=C(NC(=O)c1ccccc1)NC1(C(F)(F)F)OCCO1
  8	/	3	0	8	/	34	30
- CCOC(=O)c1ccccc1NS(=O)(=O)c1ccc(C)cc1
  14	0	7	-4	4	6	-6	-3

# Nothing new here: entries from further up.
# Value order: Apaf-1 inh	SENP1 FRET inh	UBC13 polyUb	APOBEC3G inh	SENP8 block-1	SENP8 block-2	SENP7 inh	SENP6 inh
- CC(C)CC(NC(=O)C(CC(C)C)NC(=O)OC(C)(C)C)C(=O)O (configuration not stated)
  -9	0	-7	-2	-3	6	7	-5
- COc1ccccc1CNCC(=O)Nc1cc(S(=O)(=O)N2CCCCC2)ccc1C
  16	-1	3	0	-6	15	-4	4

# No enrichment for hits, and some 3.6% of all compounds hit somewhere here.
